MC4R barr agon: activates human MC4R beta-arrestin recruitment; 360,000 compounds, 0.98% hits; P32245; activation, % at 8.9 µM; U2OS MC4R beta-arrestin complementation, luminescence; percent of melanotan II response, DMSO zero;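 active means activation above a per-plate cutoff, the mean activation of sample wells on that plate plus 3 SD, cut at about 8% in these data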
H9c2 protect: protects H9c2 cardiomyocytes from peroxide injury | H2O2 injury protection, ATPLite, 2 h | protection from H2O2 cell death, % at 20 µM | 360,000 compounds, 0.63% hits | AID 588492;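 active means compounds giving at least 50% protection of heart cells from peroxide-induced death in the single-dose screen, raw or plate-pattern-corrected value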;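 further: 0% = DMSO wells with peroxide and 100% = DMSO wells without peroxide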
Granule exo inh: lytic granule exocytosis inhibition. 360,000 compounds, 0.66% hits. inhibition, % at 10 µM. AID 651702. TALL-104 LAMP-1 surface exposure, flow cytometry; cells stimulated with thapsigargin and PMA;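 active means inhibition above about 55%, limit read from the data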
hiPSC survival: enhancers of human iPSC single-cell survival. hiPSC single-cell survival, ATPlite luminescence; 100% = ROCK inhibitor wells, 0% = DMSO. survival enhancement, % at 20 µM. 360,000 compounds, 0.044% hits. AID 602274; in the data active means survival enhancement above about 18%;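 further: cells exposed to compounds for 16 hours before the ATP read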
m5-HT2A agonist: activates the mouse 5-HT2A serotonin receptor | CHO-K1 mHTR2A beta-arrestin complementation, luminescence; percent of 30 µM serotonin response | 360,000 compounds, 0.66% hits | activation, % at 7.6 µM | AID 624169;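 active means activation above a run cutoff, the mean activation of all tested compounds plus 3 SD, cut at about 14% in these data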;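 further: 0% = plate median of compound wells and 100% = 30 µM serotonin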
N-glyco inh: N-linked glycosylation inhibition. D54 ERlucT glycosylation luciferase reporter, 24 h; percent of 100 nM tunicamycin response. AID 588692. 360,000 compounds, 0.23% hits. reporter increase, % at 12.5 µM;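 active means mean luciferase reporter signal, scaled so untreated is 0 and the glycosylation-blocking control 100, at or above a set limit in every replicate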;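 further: luciferase carries N-glycosylation sites so blocking glycosylation raises the light; 0% = median of neutral control wells and 100% = median of 100 nM tunicamycin wells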
MC4R antag cAMP: human MC4R antagonism in cAMP assay | P32245 | MC4R-expressing cells, MTII-stimulated cAMP, LANCE TR-FRET | inhibition, % at 6.5 µM | 360,000 compounds, 0.48% hits;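 active means inhibition above its plate's cutoff, the mean of tested wells on that plate plus 3 SD, cut at about 29% in these data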;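 further: 0% = Melanotan II alone and 100% = Melanotan II plus saturating MCL0020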
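material = U2OS cells stably expressing human melanocortin 4 receptor (MC4R) | also added = Melanotan II challenge | dosing = single nominal compound dose of 6.5 µM | detection = TR-FRET with Eu-cAMP and labeled anti-cAMP, 671 nm | replication = singlicate | timing = compound 30 min, challenge 1 h, detection 1 h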
ABCB6 inh MLPCN: blocks the human ABCB6 transporter | Q9NP58 | K562-ABCB6 porphyrin accumulation, flow cytometry, 1 h; stronger effect = lower value | fluorescence ratio to DMSO, % at 10 µM | 360,000 compounds, 0.19% hits;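 active means fluorescence ratio to DMSO below 75%, the collection mean minus 3 SD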;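 further: signal is porphyrin accumulated inside mitochondria; 100% equals median channel fluorescence of DMSO control wells; lower ratio means ABCB6 inhibition with less porphyrin fluorescence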
aDG glyco act: alpha-DG glycosylation activation. Pro5-aDG cells, alpha-DG glycosylation AlphaScreen (IIH6); 0% Pro5, 100% B10-LARGE cell signal. activation, % at 10 µM. 360,000 compounds, 0.22% hits;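 active means activation of at least 8% versus controls, or a plate z-score of at least 8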;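 further: Pro5 are CHO cells carrying HIG-tagged alpha-DG that lacks glycosylation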
ABHD5 PLIN5 PPI: ABHD5-PLIN5 protein interaction inhibition; Q00G26+Q8WTS1; inhibition, % at 4 µM; Split G. princeps luciferase complementation, luminescence, 4 h; 360,000 compounds, 0.78% hits;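 active means inhibition above the mean inhibition across every tested compound plus 3 SD, cut at about 22% in these data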;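 further: 0% = DMSO only wells and the 100% control is not disclosed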
Target sequence (Q00G26 whole entry, looked up): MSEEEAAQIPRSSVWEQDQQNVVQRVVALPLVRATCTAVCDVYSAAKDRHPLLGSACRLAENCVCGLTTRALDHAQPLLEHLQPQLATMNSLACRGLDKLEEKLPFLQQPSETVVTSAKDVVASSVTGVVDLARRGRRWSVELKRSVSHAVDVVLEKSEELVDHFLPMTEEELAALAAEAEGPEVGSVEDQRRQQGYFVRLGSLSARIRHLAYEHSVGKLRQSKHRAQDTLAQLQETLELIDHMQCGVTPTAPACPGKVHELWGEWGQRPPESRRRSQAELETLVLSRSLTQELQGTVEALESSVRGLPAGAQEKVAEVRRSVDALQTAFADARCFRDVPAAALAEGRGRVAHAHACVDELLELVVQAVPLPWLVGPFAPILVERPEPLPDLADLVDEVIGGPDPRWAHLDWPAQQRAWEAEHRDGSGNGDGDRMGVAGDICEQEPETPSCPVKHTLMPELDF
Target sequence (Q8WTS1 whole entry, looked up): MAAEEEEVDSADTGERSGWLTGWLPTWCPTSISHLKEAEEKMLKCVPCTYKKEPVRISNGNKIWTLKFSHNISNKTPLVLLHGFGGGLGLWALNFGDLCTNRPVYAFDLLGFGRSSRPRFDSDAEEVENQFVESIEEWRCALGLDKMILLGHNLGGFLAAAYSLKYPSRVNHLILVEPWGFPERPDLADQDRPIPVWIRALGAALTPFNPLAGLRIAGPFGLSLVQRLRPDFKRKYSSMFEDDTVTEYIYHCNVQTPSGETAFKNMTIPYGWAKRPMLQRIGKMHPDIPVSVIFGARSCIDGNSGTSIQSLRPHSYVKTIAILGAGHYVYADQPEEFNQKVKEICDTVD
* hit, by the source's call; . = no result given; & = joins results of further samples. An unsorted share of the library (roughly 4.5% active in at least one column).

SMILES | MC4R barr agon | H9c2 protect | Granule exo inh | hiPSC survival | m5-HT2A agonist | N-glyco inh | MC4R antag cAMP | ABCB6 inh MLPCN | aDG glyco act | ABHD5 PLIN5 PPI
COC(=O)c1c(S(N)(=O)=O)c2ccccc2n1C | -1.6 | 1 | 5 | -0.1 | 0 | 0 | 18 | 97 | -0.2 | -1
CC(C)(C)OC(=O)N1CCC(c2cc(=O)n3[nH]cc(C(=O)NC4CCCC4)c3n2)CC1 | 0.1 | -1 | -7 | 4.1 | -2 | 3 | 3 | 106 | 0.0 | 9
CC1CCCN(C(=O)Cn2c(-c3nonc3N)nc3ccccc32)C1 (stereo not drawn) | 1.3 | 15 | 0 | 1.6 | 3 | 2 | 11 | 96 | 0.8 | -1
COC(=O)c1c(NC(=O)CN2C(=O)C(=O)N(CC(C)C)C2=O)sc2c1CCCCC2 | 1.0 | -5 | 4 | 3.2 | 0 | 0 | -2 | 100 | 0.1 | -8
CCOC(=O)c1c(C#N)cnn1-c1ccc(C)cc1 | -0.8 | 4 | -2 | 0.9 | 1 | -1 | 7 | 99 | 0.0 | 5
COc1ccc(CNC(=O)CCc2nnc3ccc(NCCCN4CCCC4=O)nn23)cc1 | -2.0 | 1 | 0 | 0.2 | -1 | 1 | 7 | 97 | 0.0 | 6
COc1ccc(C2/C=C\CN(S(=O)(=O)c3cccs3)CC(=O)N2Cc2ccc(F)cc2)cc1 (stereo not drawn) | -0.6 | 29 | -3 | 5.4 | 3 | -2 | -1 | 100 | 0.1 | 1
Oc1c(Br)cc(Br)cc1C=Nc1cccc2ncccc12 | -2.2 | 64* | 67* | -0.1 | 3 | 5 | -2 | 101 | -0.1 | -25
COc1ccc(-n2c(=S)[nH]c3cc(C(=O)NCc4ccco4)ccc3c2=O)cc1OC | -0.2&-2.6 | 5&1 | 1&0 | 0.6&0.3 | -3&0 | 1&0 | 24&4 | 99&98 | 0.5&0.0 | -1&1
CN(C)c1ccc(-c2ccc3oc(-c4ccsc4)cc(=O)c3c2)cn1 | -0.5 | 13 | -3 | -1.1 | -1 | -1 | 3 | 94 | 0.2 | -6
Cc1cccn2c(=O)c3cc(C(=O)NCCN4CCOCC4)c(=N)n(CCN4CCOCC4)c3nc12 | -0.9 | 10 | -9 | 1.4 | -7 | 5 | -5 | 91 | -0.1 | 10
CC1CCN(C(=O)CCNS(=O)(=O)c2ccc(Cl)cc2)CC1 | -1.1 | 6 | -10 | -0.6 | 5 | -1 | 9 | 100 | -0.2 | 1
COc1ccc(CCCC(=O)N/N=C\c2cccs2)cc1 | -3.5 | -5 | -2 | 1.3 | -6 | 0 | 6 | 81 | 0.1 | -4
Cc1cc(OC(C)C(=O)Nc2ccccc2C(=O)N2CCCC2)ccc1Cl (stereo not drawn) | -2.5 | -4 | -30 | 1.1 | -2 | 0 | 6 | 93 | 0.0 | -4
Cn1cc(S(=O)(=O)NCc2cccs2)c(=O)n(C)c1=O | -0.9 | 2 | -1 | 0.6 | 3 | 2 | -1 | 100 | -0.2 | 2
Cc1cccc(N(CC(=O)NCc2ccccc2)C(=O)Cn2nnc(-c3ccc(C)o3)n2)c1 | 0.3 | -4 | -1 | 0.2 | 1 | -1 | 10 | 94 | 0.1 | 2
O=C(NCCN1CCOCC1)c1ccc2c(c1)ncn2C1CCCC1 | -0.4 | 9 | 0 | 0.0 | 2 | 1 | -1 | 105 | 0.0 | 9
CCOc1ccc(CCNC(=O)COC(=O)c2cccc(S(=O)(=O)N3CCOCC3)c2)cc1OCC | -2.6 | 2 | -11 | 0.0 | 3 | -2 | 1 | 102 | 0.2 | 7
CC(=O)c1c(C)oc2ccc(NS(=O)(=O)c3ccc(O)c(C(=O)O)c3)cc12 | 2.9 | -3 | 6 | 0.0 | 5 | 0 | -3 | 101 | 0.1 | 1
O=C(C[C@H]1CC[C@@H]2[C@H](COC[C@H](O)CN2Cc2cccc(C(F)(F)F)c2)O1)NCCc1ccccc1 | . | . | 6 | . | 0 | . | . | . | 0.0 | -7
CCCOc1ccc2c3c(c(=O)oc2c1)CCCC3 | 0.4 | -14 | 2 | 7.1 | -5 | 0 | -3 | 91 | -0.1 | -2
Cc1ccccc1OCC(=O)OCC(=O)NCc1ccc2c(c1)OCO2 | -0.1 | 2 | -1 | 1.0 | 2 | 0 | 10 | 99 | -0.1 | 0
CCOC(=O)c1cnn(-c2nc(-c3ccc(F)cc3)cs2)c1C(F)(F)F | 1.1 | -4 | -11 | -1.0 | -5 | 1 | 7 | 103 | 0.0 | -1
O=C(CCC(=O)Nc1ccccc1Cl)NNC(=O)Nc1cccc([N+](=O)[O-])c1 | -1.9 | -2 | -2 | 0.1 | 0 | . | -2 | 101 | 0.1 | 0
COc1cccc2c(Cl)c(CCCl)c(C)nc12 | -1.6 | -2 | 0 | 0.3 | -1 | 9 | 9 | 95 | -0.1 | 3

(list continues)
SMILES | MC4R barr agon | H9c2 protect | Granule exo inh | hiPSC survival | m5-HT2A agonist | N-glyco inh | MC4R antag cAMP | ABCB6 inh MLPCN | aDG glyco act | ABHD5 PLIN5 PPI
O=C(Cn1c(=O)oc2ccccc21)NC(=O)NCc1ccccc1 | -1.2 | 10 | 1 | 2.9 | -2 | -1 | 4 | 102 | -0.1 | -6
O=C(NC1CCCc2ccccc21)c1ccc(Br)cc1 (stereo not drawn) | 0.8 | 1 | -4 | 0.0 | -7 | -4 | 1 | 99 | 0.2 | -10
COc1ccc(C(=O)N2CCNC(=O)C2CC(=O)Nc2ccc(C)cc2)cc1 (stereo not drawn) | -2.2 | 0 | 1 | -0.2 | -3 | 1 | 11 | 105 | 0.0 | -1
CN(C)c1ccc(CNC(=O)/C=C/[C@H]2O[C@@H](n3cnc4c(NC(=O)c5ccccc5)ncnc43)[C@H](O)[C@@H]2O)cc1 | . | 1 | 0 | 0.4 | 3 | 3 | . | 99 | 0.3 | -2
O=C(Nc1ccc(C(=O)N2CCCCC2)cc1)Nc1cccc(Cl)c1 | 1.7 | -13 | 1 | -0.4 | -1 | -4 | 3 | 94 | 0.7 | 1
COc1ccccc1NC(=O)c1ccc(COc2ccccc2OC)cc1 | -1.3 | 6 | -10 | 0.0 | -8 | 0 | 0 | 104 | -0.2 | 0
CC1CC(C)CN(C(=O)c2cc(-c3ccccn3)nc3ccccc23)C1 (stereo not drawn) | -1.1 | 18 | -2 | 0.2 | 1 | -1 | 9 | 99 | -0.1 | 9
Cc1ccc(-c2nc(SCC(N)=O)c(C#N)c3c2CCCC3)cc1 | 4.2 | 2 | 0 | -1.4 | 3 | 0 | 3 | 93 | -0.2 | 3
Cc1ccc(C)c(CN2C(=O)c3ccccc3S(=O)(=O)c3ccc(C(=O)N4CCN(C)CC4)cc32)c1 | 1.1 | -2 | 0 | 2.3 | -11 | -2 | 1 | 99 | 0.0 | 2
CCCn1c(=S)[nH]c2cc(C(=O)N3CCCC(C(=O)OCC)C3)ccc2c1=O (stereo not drawn) | 1.5 | -16 | 11 | -0.6 | 5 | -2 | 3 | 95 | 1.7 | 11
COc1ccc(/C=N/Nc2cc(N(C)C)nc(N(C)C)n2)cc1 | 1.0 | -4 | 2 | -2.7 | -4 | -1 | 4 | 98 | -0.2 | -11
CCN(CC)S(=O)(=O)c1ccc2c(c1)nc(SCC(=O)N(C)C1CCS(=O)(=O)C1)n2CC (stereo not drawn) | -1.4 | 0 | -1 | -0.5 | 1 | 0 | 1 | 99 | 0.2 | 4
O=C(Cn1cnc2c(oc3ccccc32)c1=O)NCc1ccco1 | -0.1 | -1 | 0 | 0.4 | -1 | 2 | 22 | 102 | 0.0 | 1
CC(C)N(C(=O)Nc1ccc2nccnc2c1)C(C)C | -0.9 | 7 | 2 | -4.0 | -2 | -1 | -1 | 94 | -0.3 | -12
Cc1cc(C)cc(OCC(=O)Nc2ccccc2C(=O)NCc2ccco2)c1 | 31* | -2 | -1 | 3.1 | -3 | 1 | -1 | 94 | 0.0 | 8
C[C@]1(C2CCCC2)Cc2cc(OCC(=O)O)c(Cl)c(Cl)c2C1=O | -0.1 | 2 | -1 | -2.7 | -7 | 2 | 5 | 103 | 0.0 | 4
COc1ccccc1NC(=O)c1csc(-n2nc(C)cc2C(F)(F)F)n1 | 2.2 | -5 | 2 | 3.0 | -2 | 1 | 19 | 95 | 0.2 | 1
CC(C)NC(=O)c1cc(-c2ccc(Br)cc2)on1 | 2.6 | -5 | -3 | -2.2 | 6 | -8 | 3 | 105 | 0.3 | 2
O=C(N/N=C/c1ccc(O)cc1O)c1ccc(NC(=O)C2CCCCC2)cc1 | -0.6 | 41 | -6 | -0.4 | -1 | -14 | 16 | 103 | 0.3 | 6
Cc1cc2oc(=O)cc(-c3ccccc3)c2c(C)c1-c1ccc(O)cc1 | 6.3 | 2 | 1 | -1.7 | 0 | -1 | 12 | 98 | -0.2 | 10
CC(=O)Oc1ccc2occ(/C=N/c3cc(=O)[nH]c(=S)[nH]3)c(=O)c2c1 | -0.3 | 5 | -3 | 0.2 | -1 | 2 | 24 | 104 | -0.2 | 3
COc1ccc(N2CCN(C(=O)CNC(=O)c3nn(-c4ccc(OC)cc4)c(=O)c4ccccc34)CC2)cc1 | -1.8 | 9 | -1 | -0.6 | 1 | -3 | 0 | 95 | -0.1 | 2
CSCCC(NS(=O)(=O)Cc1ccccc1)C(=O)NNc1ccccc1 (stereo not drawn) | . | -1 | 9 | -1.1 | 0 | 1 | . | 99 | 0.1 | 6
COc1cccc(C(=O)Nc2nnc(SCC(=O)NC3CCCC3)s2)c1 | 0.6 | -17 | -6 | -0.7 | 1 | 0 | 10 | 97 | -0.1 | -3
COc1cc(/C=N/n2c(C)n[nH]c2=S)ccc1OCc1ccccc1 | -1.9 | 4 | 0 | -1.3 | 0 | 11 | 12 | 98 | -0.1 | 1

Single entries from the results shown.
Result of Cc1ccccc1OCC(=O)OCC(=O)NCc1ccc2c(c1)OCO2 in m5-HT2A agonist: 2
Result of CC1CCN(C(=O)CCNS(=O)(=O)c2ccc(Cl)cc2)CC1 in MC4R antag cAMP: 9

Given as tab-separated lines: part of the list above
Structure	MC4R barr agon	H9c2 protect	Granule exo inh	hiPSC survival	m5-HT2A agonist	N-glyco inh	MC4R antag cAMP	ABCB6 inh MLPCN	aDG glyco act	ABHD5 PLIN5 PPI
O=C(NC1CCCc2ccccc21)c1ccc(Br)cc1 (stereo not drawn)	0.8	1	-4	0.0	-7	-4	1	99	0.2	-10
COc1ccc(C(=O)N2CCNC(=O)C2CC(=O)Nc2ccc(C)cc2)cc1 (stereo not drawn)	-2.2	0	1	-0.2	-3	1	11	105	0.0	-1
CN(C)c1ccc(CNC(=O)/C=C/[C@H]2O[C@@H](n3cnc4c(NC(=O)c5ccccc5)ncnc43)[C@H](O)[C@@H]2O)cc1	.	1	0	0.4	3	3	.	99	0.3	-2
O=C(Nc1ccc(C(=O)N2CCCCC2)cc1)Nc1cccc(Cl)c1	1.7	-13	1	-0.4	-1	-4	3	94	0.7	1

Bioassay records from PubChem BioAssay.
